Source: PubChem BioAssay
SRC2 inh: human SRC2 (NCOA2) inhibition. HEK293 GAL4-SRC2 luciferase reporter, luminescence. 370,000 tested, 0.17% active. inhibition, % at 9 µM. AID 651957;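 active = inhibition above the mean inhibition of all tested compounds plus 3 SD, set per campaign, cut at about 52% in these data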;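 note: 0% = DMSO treated cells and 100% = cells given Gossypol at 36 µM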
NOD2 RIPK2 PPI: inhibitors of human NOD2-RIPK2 interaction; O43353; CHO BLA complementation NOD2-RIPK2, CCF4 ratio; inhibition, % at 4.98 µM; 360,000 tested, 0.38% active; AID 624267; in the data active = inhibition above about 21%;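 note: 0% = vehicle only and 100% = reference blocker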
EBV LMP1 NFkB: reduces LMP1-driven NF-kappaB luciferase signal | LMP1-induced NF-kappaB luciferase reporter cells, luminescence | inhibition, % at 12.5 µM | 350,000 tested, 0.69% active; in the data active = inhibition above about 41%;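 note: 0% = neutral control wells and 100% = reference inhibitor control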
TLR9-MyD88 block: inhibitors of human TLR9-MyD88 binding; Q9NR96+Q99836; CHO BLA complementation TLR9-MyD88, CCF4 FRET ratio; inhibition, % at 4.98 µM; 340,000 tested, 0.21% active;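 active = inhibition above the mean over all tested compounds plus 3 SD, cut at about 21% in these data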;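 note: 0% = DMSO only wells and 100% = clavulanate BLA inhibitor control wells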
MC4R ag barr: agonists of human melanocortin 4 receptor (MC4R) beta-arrestin | AID 540308 | U2OS MC4R beta-arrestin complementation, luminescence; percent of melanotan II response, DMSO zero | P32245 | activation, % at 8.9 µM | 360,000 tested, 0.98% active;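 active = activation above a per-plate cutoff, the mean activation of sample wells on that plate plus 3 SD, cut at about 8% in these data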
LRH-1 inv ag: suppresses constitutive activity of human LRH-1; O00482; HEK293T StAR-luciferase reporter, LRH-1 transfected, 24 h; inhibition, % at 3.6 µM; 360,000 tested, 0.13% active;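 active = inhibition above the mean inhibition of all tested compounds plus 3 SD, cut at about 73% in these data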;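 note: 0% = DMSO wells and 100% = reporter-only cells lacking LRH-1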
COUP-TFII inh: NR2F2 (human) inhibition, primary screen | inhibition, % at 8.6 µM | HEK293T NGFI-A luciferase reporter, luminescence | P24468 | 370,000 tested, 0.7% active | AID 686940;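 active = inhibition above a per-plate cutoff, mean inhibition of test wells between control levels plus 3 SD, cut at about 38% in these data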;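 note: cells cotransfected with COUP-TFII expression vector driving the NGFI-A reporter; 0% = median of COUP-TF2 test wells and 100% = reporter-only cells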
MC4R antagonist: antagonists of human melanocortin 4 receptor (MC4R) | P32245 | MC4R-expressing cells, MTII-stimulated cAMP, LANCE TR-FRET | inhibition, % at 6.5 µM | 360,000 tested, 0.48% active;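 active = inhibition above its plate's cutoff, the mean of tested wells on that plate plus 3 SD, cut at about 29% in these data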;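 note: 0% = Melanotan II alone and 100% = Melanotan II plus saturating MCL0020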
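system = U2OS cells with stable human MC4R expression | also added = Melanotan II challenge after compound preincubation | dosing = one concentration, 6.5 µM nominal | incubation = compound 30 min, challenge 1 h, detection 1 h | measured by = TR-FRET with Eu-cAMP and labeled anti-cAMP, 671 nm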
SRC1 inh: human NCOA1 inhibition; Q15788; inhibition, % at 3.6 µM; HEK293 GAL4-SRC1 luciferase reporter, luminescence; 360,000 tested, 0.12% active;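 active = inhibition above the campaign mean plus 3 SD, with each screening campaign given its own cutoff, cut at about 60% in these data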;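 note: 0% = DMSO treated cells and 100% = gossypol at 36 µM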
NCOA3 inh: inhibits human SRC3 coactivator; Q9Y6Q9; HEK293 GAL4-SRC3 luciferase reporter, luminescence; inhibition, % at 3.6 µM; 360,000 tested, 0.17% active; AID 588352;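 active = inhibition above a per-campaign cutoff, the mean of all compounds plus 3 SD, cut at about 60% in these data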;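 note: 0% = DMSO-treated cells and 100% = gossypol-treated cells at 36 µM; higher means less SRC3-driven luciferase light from the GAL4 reporter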
ABHD5-PLIN5 inh: blocks binding of human ABHD5 to perilipin-5 | Q00G26+Q8WTS1 | Split G. princeps luciferase complementation, luminescence, 4 h | inhibition, % at 4 µM | 360,000 tested, 0.78% active | AID 602281;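 active = inhibition above the mean inhibition across every tested compound plus 3 SD, cut at about 22% in these data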;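 note: 0% = DMSO only wells and the 100% control is not disclosed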
Target sequence (Q00G26 whole entry, looked up): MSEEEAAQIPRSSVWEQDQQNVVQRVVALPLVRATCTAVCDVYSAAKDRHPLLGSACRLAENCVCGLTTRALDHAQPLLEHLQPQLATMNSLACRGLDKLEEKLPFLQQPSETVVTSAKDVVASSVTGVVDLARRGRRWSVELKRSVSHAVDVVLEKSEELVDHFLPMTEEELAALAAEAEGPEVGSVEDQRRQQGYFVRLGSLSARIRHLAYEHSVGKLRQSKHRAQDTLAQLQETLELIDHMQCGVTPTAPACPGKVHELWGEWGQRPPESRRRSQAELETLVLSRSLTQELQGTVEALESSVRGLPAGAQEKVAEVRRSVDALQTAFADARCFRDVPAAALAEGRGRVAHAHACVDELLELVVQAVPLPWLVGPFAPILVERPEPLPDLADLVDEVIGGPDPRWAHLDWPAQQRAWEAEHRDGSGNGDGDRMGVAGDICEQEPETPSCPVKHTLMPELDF
Target sequence (Q8WTS1 whole entry, looked up): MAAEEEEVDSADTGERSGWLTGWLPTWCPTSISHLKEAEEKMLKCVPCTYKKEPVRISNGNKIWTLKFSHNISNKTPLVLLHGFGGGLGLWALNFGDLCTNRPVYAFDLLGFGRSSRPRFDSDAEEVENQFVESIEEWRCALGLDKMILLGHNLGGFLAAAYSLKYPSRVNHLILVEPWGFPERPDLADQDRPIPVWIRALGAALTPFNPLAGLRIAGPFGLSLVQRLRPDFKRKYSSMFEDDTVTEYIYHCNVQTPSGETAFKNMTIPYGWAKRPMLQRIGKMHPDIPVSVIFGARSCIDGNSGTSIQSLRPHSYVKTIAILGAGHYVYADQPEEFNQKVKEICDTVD
Active calls of the source: *.

Screening CC(NC(=O)c1cccs1)c1n[nH]c(=S)n1C (stereo not given) returned SRC2 inh -16, NOD2 RIPK2 PPI 3, EBV LMP1 NFkB -3, TLR9-MyD88 block -2, MC4R ag barr -1.7, LRH-1 inv ag 3, COUP-TFII inh 17, MC4R antagonist 7, SRC1 inh -12, NCOA3 inh 13 and ABHD5-PLIN5 inh -4.
`C[C@@H]1NS(=O)(=O)[C@H]2C[C@@H]3C=C[C@]2(O3)[C@H]1OC(=O)c1ccc(C(C)(C)C)cc1` gave SRC2 inh 12, NOD2 RIPK2 PPI -10, EBV LMP1 NFkB 10, TLR9-MyD88 block 1, MC4R ag barr 0.4, LRH-1 inv ag 1, COUP-TFII inh 18, MC4R antagonist -3, SRC1 inh 0, NCOA3 inh 0 and ABHD5-PLIN5 inh 4.
Screening CCOc1ccc(-n2c(SCC(=O)c3c(N)n(C)c(=O)n(C)c3=O)nnc2-c2cccnc2)cc1 returned SRC2 inh -22, NOD2 RIPK2 PPI -2, EBV LMP1 NFkB -8, TLR9-MyD88 block 6, MC4R ag barr -0.5, LRH-1 inv ag 30, COUP-TFII inh 3, MC4R antagonist 17, SRC1 inh 13, NCOA3 inh -12 and ABHD5-PLIN5 inh 0.
Screening CCN(CC(=O)Nc1c(F)cccc1F)C(=O)C1CCN(S(=O)(=O)c2ccc(C)c(C)c2)CC1 returned SRC2 inh -30, NOD2 RIPK2 PPI -14, EBV LMP1 NFkB 0, TLR9-MyD88 block -1, MC4R ag barr -2.4, LRH-1 inv ag 6, COUP-TFII inh 12, MC4R antagonist 7, SRC1 inh -6, NCOA3 inh 11 and ABHD5-PLIN5 inh -2.
Screening O=S(=O)(Nc1ccc(-n2cnnn2)cc1)c1ccc(Cl)cc1 returned SRC2 inh 15, NOD2 RIPK2 PPI 0, EBV LMP1 NFkB -4, TLR9-MyD88 block -5, MC4R ag barr 1.1, LRH-1 inv ag -16, COUP-TFII inh 14, MC4R antagonist 16, SRC1 inh -14, NCOA3 inh -11 and ABHD5-PLIN5 inh 0.
`CCOC(=O)CN1C(=O)S/C(=C/c2ccc3c(c2)n(C)c(=O)n3C)C1=O` gave SRC2 inh -28, NOD2 RIPK2 PPI -9, EBV LMP1 NFkB -8, TLR9-MyD88 block 9, MC4R ag barr -2.5, LRH-1 inv ag -29, COUP-TFII inh -8, MC4R antagonist -4, SRC1 inh -26, NCOA3 inh -16 and ABHD5-PLIN5 inh 2.
COC(=O)c1ccccc1NC(=O)Cc1nc(-c2ccccc2)sc1-c1ccc(C)cc1 was read as SRC2 inh 15, NOD2 RIPK2 PPI 2, EBV LMP1 NFkB 13, TLR9-MyD88 block 4, MC4R ag barr 0.9, LRH-1 inv ag -2, COUP-TFII inh 9, MC4R antagonist 9, SRC1 inh -13, NCOA3 inh 3 and ABHD5-PLIN5 inh -9.
For CC(=O)Nc1ccc(CN2CCCC(CCC(=O)NCc3ccccc3F)C2)cc1 (stereo not given) the results were SRC2 inh -4, NOD2 RIPK2 PPI -8, EBV LMP1 NFkB -6, TLR9-MyD88 block -24, MC4R ag barr -1.9, LRH-1 inv ag -2, COUP-TFII inh 25, MC4R antagonist 2, SRC1 inh -18, NCOA3 inh 8 and ABHD5-PLIN5 inh 3.
Cn1cc(C(=O)N/N=C/c2cccc(O)c2)ccc1=O was read as SRC2 inh 2, NOD2 RIPK2 PPI 3, EBV LMP1 NFkB -8, TLR9-MyD88 block 2, MC4R ag barr -1.8, LRH-1 inv ag 17, COUP-TFII inh 4, MC4R antagonist -2, SRC1 inh -4, NCOA3 inh 10 and ABHD5-PLIN5 inh -2.
Screening Cc1cc(C(=O)O)ccc1NCc1ccncc1 returned SRC2 inh -22, NOD2 RIPK2 PPI 2, EBV LMP1 NFkB 7, TLR9-MyD88 block 15, MC4R ag barr -1.3, LRH-1 inv ag 2, COUP-TFII inh -7, MC4R antagonist -4, SRC1 inh -10, NCOA3 inh 0 and ABHD5-PLIN5 inh 10.
For Cc1cc(C)c(C#N)c(SCc2c(F)cccc2[N+](=O)[O-])n1 the results were SRC2 inh 1, NOD2 RIPK2 PPI -2, EBV LMP1 NFkB -8, TLR9-MyD88 block 4, MC4R ag barr 0.4, LRH-1 inv ag -1, COUP-TFII inh 12, MC4R antagonist -9, SRC1 inh -1, NCOA3 inh 3 and ABHD5-PLIN5 inh -3.
COc1cccc(N/C(SC)=C(/C#N)C(N)=O)c1 was read as SRC2 inh 16, NOD2 RIPK2 PPI -4, EBV LMP1 NFkB -4, TLR9-MyD88 block -9, MC4R ag barr 0.1, LRH-1 inv ag 17, COUP-TFII inh 10, MC4R antagonist 0, SRC1 inh -13, NCOA3 inh 23 and ABHD5-PLIN5 inh 1.
`COc1ccccc1NS(=O)(=O)c1cc(NC(=O)c2cccnc2)ccc1N1CCCCC1` gave SRC2 inh 13, NOD2 RIPK2 PPI 3, EBV LMP1 NFkB -4, TLR9-MyD88 block 1, MC4R ag barr 2.2, LRH-1 inv ag -3, COUP-TFII inh 9, MC4R antagonist 15, SRC1 inh 5, NCOA3 inh 14 and ABHD5-PLIN5 inh 3.
Screening O=C(Nc1cc(C(F)(F)F)ccc1N1CCCCC1)c1cccc([N+](=O)[O-])c1 returned SRC2 inh -8, NOD2 RIPK2 PPI -6, EBV LMP1 NFkB -16, TLR9-MyD88 block 1, MC4R ag barr 2.2, LRH-1 inv ag -7, COUP-TFII inh 8, MC4R antagonist 12, SRC1 inh 12, NCOA3 inh -8 and ABHD5-PLIN5 inh 0.
CC(Cc1cccs1)NC(=O)NC1CCCCC1 (stereo not given) was read as SRC2 inh -26, NOD2 RIPK2 PPI -9, EBV LMP1 NFkB -18, TLR9-MyD88 block -3, MC4R ag barr -0.3, LRH-1 inv ag -81, COUP-TFII inh -30, MC4R antagonist 16, SRC1 inh -53, NCOA3 inh -54 and ABHD5-PLIN5 inh -5.
`Fc1ccc(Nc2cncc(-c3ccsc3)c2)cc1Cl` gave SRC2 inh -22, NOD2 RIPK2 PPI -2, MC4R ag barr 1.2, LRH-1 inv ag 9, COUP-TFII inh 7, MC4R antagonist -4, SRC1 inh -15, NCOA3 inh -29 and ABHD5-PLIN5 inh -37.
Screening O=C(COc1ccc(S(=O)(=O)N2CCOCC2)cc1Cl)NCC1CCCO1 (stereo not given) returned SRC2 inh -5, NOD2 RIPK2 PPI 46*, EBV LMP1 NFkB -9, TLR9-MyD88 block -7, MC4R ag barr -1.2, LRH-1 inv ag 0, COUP-TFII inh -23, MC4R antagonist 9, SRC1 inh -13, NCOA3 inh -12 and ABHD5-PLIN5 inh -3.
Screening O=C(Nc1nccs1)c1cc(S(=O)(=O)N2CCOCC2)ccc1Cl returned SRC2 inh -21, NOD2 RIPK2 PPI 2, EBV LMP1 NFkB -1, TLR9-MyD88 block -13, MC4R ag barr 0.6, LRH-1 inv ag 3, COUP-TFII inh 2, MC4R antagonist 14, SRC1 inh 9, NCOA3 inh 22 and ABHD5-PLIN5 inh 2.
Screening CN(C)CCCNC1=CC(=O)CC(c2ccccc2)C1 (stereo not given) returned SRC2 inh 4, NOD2 RIPK2 PPI -2, EBV LMP1 NFkB 1, TLR9-MyD88 block -4, MC4R ag barr -2.5, LRH-1 inv ag -5, COUP-TFII inh 10, MC4R antagonist 4, SRC1 inh 3, NCOA3 inh -1 and ABHD5-PLIN5 inh -5.
Screening Cc1ccc(C(=O)OCC(=O)Nc2ccccc2Sc2ccccc2)cc1C returned SRC2 inh -16, NOD2 RIPK2 PPI -2, EBV LMP1 NFkB -9, TLR9-MyD88 block -4, MC4R ag barr -0.6, LRH-1 inv ag 10, COUP-TFII inh 10, MC4R antagonist 6, SRC1 inh 6, NCOA3 inh 14 and ABHD5-PLIN5 inh -4.
For Cc1ccc(NC(=O)c2csc3c2CCCC3)cc1 the results were SRC2 inh -39, NOD2 RIPK2 PPI -1, EBV LMP1 NFkB -39, TLR9-MyD88 block 7, MC4R ag barr -0.7, LRH-1 inv ag -130, COUP-TFII inh -65, MC4R antagonist 8, SRC1 inh -75, NCOA3 inh -69 and ABHD5-PLIN5 inh -10.
O=C(N/N=C\C=C\c1ccc2c(c1)OCO2)c1ccc(F)cc1 was read as SRC2 inh -37, NOD2 RIPK2 PPI -5, EBV LMP1 NFkB 2, TLR9-MyD88 block 2, MC4R ag barr -0.9, LRH-1 inv ag -7, COUP-TFII inh 4, MC4R antagonist 1, SRC1 inh -4, NCOA3 inh -11 and ABHD5-PLIN5 inh -1.
`CN(Cc1ccccc1)S(=O)(=O)c1cccc(C(=O)O)c1` gave SRC2 inh 7, NOD2 RIPK2 PPI 1, EBV LMP1 NFkB -2, TLR9-MyD88 block 0, MC4R ag barr -1.4, LRH-1 inv ag 4, COUP-TFII inh -3, MC4R antagonist 15, SRC1 inh -24, NCOA3 inh 5 and ABHD5-PLIN5 inh 3.
`COc1ccc(-c2ccnc(-c3ccncc3)n2)cc1` gave SRC2 inh -30, NOD2 RIPK2 PPI -14, EBV LMP1 NFkB -4, TLR9-MyD88 block 4, MC4R ag barr -0.7, LRH-1 inv ag -2, COUP-TFII inh -24, MC4R antagonist -3, SRC1 inh 10, NCOA3 inh 6 and ABHD5-PLIN5 inh 2.
For COc1ccc(N(C(=O)Cn2nnc(-c3ccc(Cl)cc3)n2)C(C(=O)NCC2CCCO2)c2ccc(C)cc2)cc1 (stereo not given) the results were SRC2 inh 16, NOD2 RIPK2 PPI 1, EBV LMP1 NFkB 2, TLR9-MyD88 block 4, MC4R ag barr 0.4, LRH-1 inv ag -14, COUP-TFII inh -12, MC4R antagonist 3, SRC1 inh 4, NCOA3 inh -15 and ABHD5-PLIN5 inh -6.
CN(C)C(=O)CCc1ccc2c3c([nH]c2c1)[C@]1(C)[C@@H](C(=O)N2CCCCC2)C[C@H](CC(=O)NCCc2ccccn2)C(=O)N1CC3 was read as SRC2 inh 8, NOD2 RIPK2 PPI 4, EBV LMP1 NFkB -1, TLR9-MyD88 block 1, MC4R ag barr -1.2, LRH-1 inv ag -3, COUP-TFII inh -1, MC4R antagonist 8, SRC1 inh 3, NCOA3 inh -6 and ABHD5-PLIN5 inh 0.
CC1S/C(=C(\C#N)C(=O)NCc2ccco2)N(Cc2ccco2)C1=O (stereo not given) was read as SRC2 inh -15, NOD2 RIPK2 PPI -5, EBV LMP1 NFkB 41*, TLR9-MyD88 block -5, MC4R ag barr -0.7, LRH-1 inv ag -12, COUP-TFII inh 3, MC4R antagonist -4, SRC1 inh -4, NCOA3 inh 4 and ABHD5-PLIN5 inh 5.

Only part of the results is shown; count on the stated rates, not on these rows.
